ABCB1 inh = blocks JC-1 efflux by human ABCB1 transporter; P08183; CCRF-Adr cells, flow cytometry; inhibition, % at 6.6 µM; hit rate 0.067% among 190,000; AID 1326; in the data active = inhibition above about 40%;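 also: 0% = vehicle and 100% = reference inhibitor; higher value means more JC-1 retained so stronger ABCB1 efflux block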
ABCG2 block = human ABCG2 inhibition, ABCB1 as counter-screen | IgMXP3 cells, JC-1 efflux, flow cytometry | inhibition, % at 6.6 µM | Q9UNQ0 | hit rate 0.1% among 190,000;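 active = inhibition above 80%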;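 also: 0% = DMSO and 100% = nicardipine control wells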
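Incubation: cells with compound and JC-1, 10 min at 25 °C, rotating, no wash / Test system: IgMXP3 (ABCG2) plus far-red-tagged CCRF-Adr (ABCB1) cells / Compound dosing: one concentration, 6.6 µM final / Also added: JC-1 fluorescent substrate / Evaluation: efflux inhibition in percent versus controls / Detection: flow cytometry, 530 nm JC-1 signal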
Bim-Bcl-B = human Bim-Bcl-B interaction inhibition; bead-based flow cytometry, Bim peptide-Bcl-B binding; inhibition, % at 10 µM; hit rate 0.073% among 190,000;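 also: 0% = tracer peptide without compound and 100% = reference inhibitor peptide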
Target sequence (Q9HD36 whole entry, looked up): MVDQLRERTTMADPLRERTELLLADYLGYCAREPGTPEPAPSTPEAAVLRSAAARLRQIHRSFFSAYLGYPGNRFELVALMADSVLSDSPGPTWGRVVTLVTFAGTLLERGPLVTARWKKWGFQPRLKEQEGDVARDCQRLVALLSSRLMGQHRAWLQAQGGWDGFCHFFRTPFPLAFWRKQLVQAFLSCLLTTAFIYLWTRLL
Bim-Bcl-XL = inhibitors of Bim-Bcl-XL interaction, human. inhibition, % at 10 µM. hit rate 0.04% among 190,000. Q07817. Bim peptide-Bcl-XL binding, bead flow cytometry, fluorescence
Target sequence (Q07817 whole entry, looked up): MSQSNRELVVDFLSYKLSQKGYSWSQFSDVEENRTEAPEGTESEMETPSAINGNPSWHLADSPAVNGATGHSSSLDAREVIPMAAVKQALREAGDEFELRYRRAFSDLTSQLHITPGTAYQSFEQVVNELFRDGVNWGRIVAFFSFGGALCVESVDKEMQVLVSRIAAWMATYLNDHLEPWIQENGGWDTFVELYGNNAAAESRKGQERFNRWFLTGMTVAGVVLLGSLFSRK
RGS4-Gao reg = human RGS4-Galphao interaction regulation; Multiplexed bead flow cytometry, RGS4-Galphao binding; actives lie on both sides; binding response (% of control), % at 10 µM; P09471; AID 1415; hit rate 0.33% among 220,000; in the data active = binding response below about 49% or above about 150%; inactive = in between;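 also: fluorescent Galphao activated with aluminum fluoride binding bead-coupled RGS4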
Target sequence (P09471 whole entry, looked up): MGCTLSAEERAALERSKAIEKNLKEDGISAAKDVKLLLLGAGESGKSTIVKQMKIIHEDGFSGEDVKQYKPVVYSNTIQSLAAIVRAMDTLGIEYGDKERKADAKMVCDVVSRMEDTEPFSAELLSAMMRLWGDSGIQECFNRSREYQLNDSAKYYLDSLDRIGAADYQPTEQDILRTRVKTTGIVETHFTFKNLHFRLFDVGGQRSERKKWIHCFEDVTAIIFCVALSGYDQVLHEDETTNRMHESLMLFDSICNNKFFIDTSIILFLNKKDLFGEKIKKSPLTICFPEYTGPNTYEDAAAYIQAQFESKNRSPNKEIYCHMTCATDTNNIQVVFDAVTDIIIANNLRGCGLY
Bim-Bcl-W = disrupts Bim peptide binding to human Bcl-W; inhibition, % at 10 µM; Q92843; hit rate 0.02% among 190,000; bead-based flow cytometry; AID 952;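 also: 0% = bound tracer without compound and 100% = peptide blocker; higher means less fluorescent Bim peptide bound to Bcl-W beads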
Target sequence (Q92843 whole entry, looked up): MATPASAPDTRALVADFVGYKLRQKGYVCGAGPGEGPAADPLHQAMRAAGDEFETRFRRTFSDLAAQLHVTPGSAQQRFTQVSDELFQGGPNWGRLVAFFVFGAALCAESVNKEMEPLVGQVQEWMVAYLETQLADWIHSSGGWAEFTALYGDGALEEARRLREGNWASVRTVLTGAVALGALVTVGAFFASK
Bim-Bfl-1 = inhibitors of Bim-Bfl-1 interaction, human; hit rate 0.12% among 190,000; inhibition, % at 10 µM; Bead-based flow cytometry, Bim-Bfl-1 binding inhibition; Q16548; AID 1008;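 also: 0% = wells without compound plus tracer and 100% = blocker peptide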
Bcl-2 Bim block = inhibitors of Bim-Bcl-2 interaction, human | P10415 | Bead-based flow cytometry, Bim peptide-Bcl-2 binding | inhibition, % at 10 µM | hit rate 0.06% among 190,000; in the data active = inhibition above about 40%; inconclusive = no clear call, values can overlap the other calls;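 also: 0% = no compound wells with probe peptide and 100% = reference peptide inhibitor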
GSH bead fluor = GSH bead compound fluorescence profile; GSH beads flow cytometry, compound fluorescence 488/530 nm; hits give high values; fluorescence (KMESF) at 10 µM; hit rate 0.25% among 190,000; in the data active = fluorescence above about 89;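 also: glutathione beads carrying GST-tagged Bcl family fusion proteins plus one bare bead set; values are compound well signal with DMSO vehicle wells as background; inactives centre near 16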
RGS7-Gao reg = modulates binding of RGS7 to human Galphao; Multiplexed bead flow cytometry; actives lie on both sides; hit rate 0.35% among 220,000; binding response (% of control), % at 10 µM; in the data active = binding response below about 49% or above about 150%; inconclusive = no clear call, values can overlap the other calls; inactive = in between;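 also: fluorescent Galphao held in activated GDP-AlF4 state binding bead-coupled RGS7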
RGS8-Gao = human RGS8-Galphao interaction regulation. response (percent of control binding), % at 10 µM. P09471. multiplexed bead flow cytometry, RGS8-Galphao binding; actives lie on both sides. hit rate 0.34% among 220,000. AID 1423; in the data active = response below about 60% or above about 140%; inactive = in between;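 also: Galphao activated as the GDP aluminium fluoride complex binding bead-coupled RGS8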
* hit, by the source's call; u = inconclusive; x = no result given; [ ] = dose if it differs, or a comment. Rule as the data show it, unless noted: active = inhibition above about 40%.

SMILES	ABCB1 inh	ABCG2 block	Bim-Bcl-B	Bim-Bcl-XL	RGS4-Gao reg	Bim-Bcl-W	Bim-Bfl-1	Bcl-2 Bim block	GSH bead fluor	RGS7-Gao reg	RGS8-Gao
CCCCCCCNC(=O)C1CC(=O)N(C)C(=Nc2ccc(OC)cc2)S1 (configuration not stated)	0.7	5	0	-3	102	0	0	-1	6	100	105
OCC1(CCc2ccccc2)CCN(Cc2cccn2-c2cccnc2)CC1	0.2	0	0	-2	104	1	-3	-2	22	108	101
Clc1ccc(CO/N=C2\CCCc3nonc32)c(Cl)c1	1.5	17	-4	-8	100	-4	-2	-3	12	102	93
N#Cc1c2n(c3c(=O)n(CC(=O)c4ccc(Br)cc4)cnc13)CCCC2	0.7	2	-5	0	101	0	-5	-5	16	98	102
O=[N+]([O-])c1cc([N+](=O)[O-])c(N2CCCCCC2)cc1NCCO	3.2	31	-2	-5	99	-1	0	1	16	97	99
O=C(NCc1cccs1)C(=O)c1cn(CC(=O)N2CCOCC2)c2ccccc12	1.7	7	-10	-5	102	1	-4	-3	20	102	103
COc1ccc(N2CCN(S(=O)(=O)c3cccc4nsnc34)CC2)cc1	0.6	1	-6	-7	103	1	-9	-3	33	102	105
Cc1ccc(C(=O)CSc2nc(C)cc(SCc3nnc(-c4ccccc4)o3)n2)cc1	1.9	10	-11	-5	102	-3	-9	-10	25	103	103
O=C(NCCCn1ccnc1)C(=O)NCC1OCCCN1S(=O)(=O)c1ccc(Cl)cc1 (configuration not stated)	0.5	3	-6	-5	98	-3	-13	-5	11	100	99
COc1ccc(Cl)cc1NC(=O)c1noc2c1CCCC2	0.4	15	-4	0	104	2	-5	-4	10	104	101
COc1cccc(OC)c1C(=O)Nc1cccc(C(C)=O)c1	0.4	1	-5	-6	x	-4	-3	7	19	x	x
O=C(CCCCCNC(=O)c1ccccc1)N/N=C/c1ccc(O)cc1O	0.1	-2	-2	-7	96	-6	4	0	9	101	98
Cc1ccc(C(=O)CCC(=O)Nc2cccc(C(F)(F)F)c2)cc1	0.4	12	-14	-13	98	0	-21	-16	21	97	100
COc1cc(CNCc2ccccn2)ccc1OCc1ccc(Cl)cc1	2.3	23	-10	-6	102	-4	-9	-10	15	100	103
COc1cccc(NC(=O)CSc2nccn2-c2cccc(OC)c2)c1	x	x	-2	-2	104	1	-11	-4	17	100	102
CCOC(=O)c1c(C)[nH]c(C)c1C(=O)CSc1ncccn1	0.1	2	-8	-3	99	0	-9	-8	14	99	99
COc1ccc(OC)c(Nc2nc(-c3cccs3)cs2)c1	0.4	4	-6	-5	95	-6	2	-4	11	109	99
Cc1cccc(NC(=O)c2ccccc2NC(=O)C(C)(C)C)n1	0.7	6	0	3	95	-1	-2	2	12	107	100
CCCCCN1C2=NCCN2c2ccccc21	-0.4	0	-6	-5	99	-4	-3	3	19	100	100
CNC(=S)N1N=C(c2ccc(C)cc2)CC1c1cc(OC)ccc1OC (configuration not stated)	0.0	4	-10	-1	101	-1	2	-1	16	u	101
Cc1ccccc1CSc1nn2c(=O)c(C)nnc2s1	0.4	1	-3	0	116	1	-1	-3	14	211*[activator]	85
O=C(CCCn1c(=O)oc2ccccc21)Nc1cccnc1	0.1	1	-5	-4	104	-4	-1	-3	28	102	99
Cc1ccc(CN2CCN(Cc3ccc4cc(F)ccc4n3)CC2CCO)o1 (configuration not stated)	0.3	1	-5	-5	107	0	-5	-2	18	109	111
S=c1[nH]nc(-c2ccc(Br)o2)n1Cc1ccccc1	-0.1	-1	-10	-4	97	-2	0	-2	56	97	97
CCS(=O)(=O)Nc1ccc(Cc2ccncc2)cc1	-0.6	-4	-6	0	102	0	-13	-9	33	98	102
Later entries:
SMILES	ABCB1 inh	ABCG2 block	Bim-Bcl-B	Bim-Bcl-XL	RGS4-Gao reg	Bim-Bcl-W	Bim-Bfl-1	Bcl-2 Bim block	GSH bead fluor	RGS7-Gao reg	RGS8-Gao
CCCCCNS(=O)(=O)c1cc(C)ccc1OC	0.2	14	0	-3	109	-1	1	0	8	107	110
O=C(NCc1ccc2c(c1)OCO2)C(=O)NC1CCCCC1	0.4	2	-6	-1	111	0	-5	-2	27	112	112
CCc1nnc(NC(=O)c2ccc3c(c2)C(=O)N(C(C)(C)C)C3=O)s1	0.4	18	-8	-10	99	-1	-9	-10	28	98	102
O=C1OC(c2ccc(O)cc2)(c2ccc(O)cc2)c2ccccc21	-0.4	-1	-2	3	107	2	1	1	22	104	91
O=C(O)CSc1nc2ccccc2[nH]1	-0.3	-1	-6	-2	98	2	-14	-1	21	102	98
O=C1CC(N2CCC(c3nc4ccccc4[nH]3)CC2)C(=O)N1Cc1ccccc1 (configuration not stated)	0.2	2	-10	-9	103	-3	-17	-10	30	98	100
CCOC(=O)CSC1=N/C(=C\c2cccnc2)C(=O)N1c1ccc(OC)cc1	1.8	7	-1	-5	107	-2	-4	-1	4	102	105
CCOC(=O)c1c(C)[nH]c(C)c1C(=O)CSc1nnc(-c2ccncc2)n1C	0.2	2	-1	-1	103	-3	0	-3	13	103	101
O=C(COC(=O)C1(c2ccc(F)cc2)CCCC1)N1CCN(C(=O)c2ccco2)CC1	0.6	2	0	0	92	2	0	2	30	95	100
CCCCNC(=O)c1ccc(CNS(=O)(=O)c2ccc(Br)cc2)cc1	0.2	3	-2	2	93	0	-6	-1	10	93	99
CCNC(=O)NC(=O)C(C)OC(=O)C1CCN(S(=O)(=O)c2ccccc2F)CC1 (configuration not stated)	0.7	1	-2	-2	103	0	0	0	6	105	106
CC(C)N1CC(O)=C(c2ccccc2)C1=N	0.1	0	-5	-2	101	2	-13	-9	7	111	100
Cc1cc(NC(=O)COC(=O)[C@@H](NS(=O)(=O)c2ccccc2)C(C)C)no1	0.4	3	1	-1	101	0	-3	0	11	102	102
CCCCN(C)C(=O)c1cn(CC)c2ccc(S(=O)(=O)N(C)C)cc2c1=O	0.0	0	0	-2	97	2	-4	3	11	102	96
Cc1ccc(C(=O)N2c3ccccc3NC(=O)C2C)cc1 (configuration not stated)	0.3	0	-2	0	111	0	-5	-6	13	100	106
COc1ccccc1CNC(=O)C1(c2ccc(Cl)cc2)CC1	-0.1	2	0	-2	103	0	-1	-2	9	105	95
Cc1cccc(C)c1NC(=O)C1(N(Cc2ccco2)C(=O)CC2NC(=O)NC2=O)CCCCC1 (configuration not stated)	0.3	0	-8	-18	103	0	-9	-2	38	100	103
CCN(CC)S(=O)(=O)c1ccc(C)c(NC(=O)CNCCN(C(C)C)C(C)C)c1	-0.1	-1	-2	0	95	-2	-5	0	11	94	96
Cc1ccc(S(=O)(=O)N2CCC(C(=O)N[C@@H](C)C(=O)NCc3ccccc3)CC2)cc1	0.1	0	-14	-9	100	-2	-12	-10	14	100	101
Cc1ccc(Cn2nnc3c(=O)n(Cc4cccc(C)c4)cnc32)cc1	1.2	4	0	-3	94	-1	-3	-4	51	96	101
CCN(c1ccccc1)S(=O)(=O)c1ccc(C(=O)Oc2ccc(C(C)=O)cc2)cc1	1.2	43	-4	-7	102	-2	-6	-6	9	98	101
O=C(OCC(=O)N1CCc2ccccc2C1)c1ccc(N2CCOCC2)c([N+](=O)[O-])c1	2.2	15	-7	-8	98	-10	2	-2	14	95	100
C=CCc1cccc2cc(C(=O)OCC(=O)c3ccccc3)c(=O)oc12	0.2	2	-8	0	102	4	-9	-6	11	103	101
NC(=O)c1cc(S(=O)(=O)Nc2cccc(F)c2)co1	0.1	1	-6	-3	98	0	-11	-9	22	93	103
Cc1nc2cc(NC(=O)N(C)c3ccc4ccccc4c3)ccc2o1	1.0	5	0	0	102	-2	1	1	18	100	97
(listing goes on)
SMILES	ABCB1 inh	ABCG2 block	Bim-Bcl-B	Bim-Bcl-XL	RGS4-Gao reg	Bim-Bcl-W	Bim-Bfl-1	Bcl-2 Bim block	GSH bead fluor	RGS7-Gao reg	RGS8-Gao
CC(=O)Nc1ccc(N(C(=O)CNC(=O)c2cccs2)C(C(=O)NC(C)(C)C)c2ccccc2)cc1 (configuration not stated)	0.3	1	-3	-2	96	-3	-9	-5	14	102	102
CCOC(=O)N1CCN(C(=O)/C(=C/c2cccs2)NC(=O)c2cccs2)CC1	0.7	1	-1	-1	99	0	-3	-3	12	98	101
Cn1nc(C(F)(F)F)c2cc(NC(=O)OCc3ccc(C(C)(C)C)cc3)sc21	-0.2	-1	-9	-3	97	0	-8	-8	14	98	100
CCCCOC(=O)CSc1nnc(N)s1	0.5	2	-7	4	105	-2	-17	-11	40	106	101
Cc1cc(OC(=O)c2ccc(S(=O)(=O)N3CCCC3)cc2)c([N+](=O)[O-])c(=O)[nH]1	0.9	2	2	-6	112	-3	1	-1	18	110	142*[activator]
O=C(CCc1ccccc1)Nc1ccc2ccccc2n1	0.4	22	-2	2	95	0	-5	0	15	92	98
CC1(C)Cc2ccccc2C(N/N=C/c2ccc(Cl)cc2)=N1	0.7	5	-6	-3	102	-4	-1	-1	11	101	103

Entries from the list above that contain four or more nitrogen atoms, in the order listed:
SMILES	ABCB1 inh	ABCG2 block	Bim-Bcl-B	Bim-Bcl-XL	RGS4-Gao reg	Bim-Bcl-W	Bim-Bfl-1	Bcl-2 Bim block	GSH bead fluor	RGS7-Gao reg	RGS8-Gao
N#Cc1c2n(c3c(=O)n(CC(=O)c4ccc(Br)cc4)cnc13)CCCC2	0.7	2	-5	0	101	0	-5	-5	16	98	102
O=[N+]([O-])c1cc([N+](=O)[O-])c(N2CCCCCC2)cc1NCCO	3.2	31	-2	-5	99	-1	0	1	16	97	99
COc1ccc(N2CCN(S(=O)(=O)c3cccc4nsnc34)CC2)cc1	0.6	1	-6	-7	103	1	-9	-3	33	102	105
Cc1ccc(C(=O)CSc2nc(C)cc(SCc3nnc(-c4ccccc4)o3)n2)cc1	1.9	10	-11	-5	102	-3	-9	-10	25	103	103
O=C(NCCCn1ccnc1)C(=O)NCC1OCCCN1S(=O)(=O)c1ccc(Cl)cc1 (configuration not stated)	0.5	3	-6	-5	98	-3	-13	-5	11	100	99
Cc1ccccc1CSc1nn2c(=O)c(C)nnc2s1	0.4	1	-3	0	116	1	-1	-3	14	211*[activator]	85
CCc1nnc(NC(=O)c2ccc3c(c2)C(=O)N(C(C)(C)C)C3=O)s1	0.4	18	-8	-10	99	-1	-9	-10	28	98	102
O=C1CC(N2CCC(c3nc4ccccc4[nH]3)CC2)C(=O)N1Cc1ccccc1 (configuration not stated)	0.2	2	-10	-9	103	-3	-17	-10	30	98	100
CCOC(=O)c1c(C)[nH]c(C)c1C(=O)CSc1nnc(-c2ccncc2)n1C	0.2	2	-1	-1	103	-3	0	-3	13	103	101
Cc1cccc(C)c1NC(=O)C1(N(Cc2ccco2)C(=O)CC2NC(=O)NC2=O)CCCCC1 (configuration not stated)	0.3	0	-8	-18	103	0	-9	-2	38	100	103
CCN(CC)S(=O)(=O)c1ccc(C)c(NC(=O)CNCCN(C(C)C)C(C)C)c1	-0.1	-1	-2	0	95	-2	-5	0	11	94	96
Cc1ccc(Cn2nnc3c(=O)n(Cc4cccc(C)c4)cnc32)cc1	1.2	4	0	-3	94	-1	-3	-4	51	96	101
CC(=O)Nc1ccc(N(C(=O)CNC(=O)c2cccs2)C(C(=O)NC(C)(C)C)c2ccccc2)cc1 (configuration not stated)	0.3	1	-3	-2	96	-3	-9	-5	14	102	102

High-throughput results (PubChem)
